PP1 inh: counter-screen for PP5 inhibitors: inhibitors of human PP1-alpha | P62136 | purified PP1alpha, OMFP fluorescence | inhibition, % at 6.7 µM | actives 0.9% (n = 320,000);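 active = inhibition above the mean inhibition of all tested compounds plus 3 SD, computed separately for each screening campaign, cut at about 15% in these data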
proCasp3 act: activators of human procaspase-3 | P42574 | recombinant procaspase-3 D3A, Ac-DEVD-pNA absorbance 405 nm | activation, % at 8.5 µM | actives 0.11% (n = 330,000) | AID 463141;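 active = activation above the mean of all tested compounds plus 3 SD, cut at about 21% in these data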;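 note: 0% = DMSO alone and 100% = DMSO wells spiked with extra 5 µM PC-3 D3A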
Target sequence (P42574 whole entry D9A/D28A/D175A): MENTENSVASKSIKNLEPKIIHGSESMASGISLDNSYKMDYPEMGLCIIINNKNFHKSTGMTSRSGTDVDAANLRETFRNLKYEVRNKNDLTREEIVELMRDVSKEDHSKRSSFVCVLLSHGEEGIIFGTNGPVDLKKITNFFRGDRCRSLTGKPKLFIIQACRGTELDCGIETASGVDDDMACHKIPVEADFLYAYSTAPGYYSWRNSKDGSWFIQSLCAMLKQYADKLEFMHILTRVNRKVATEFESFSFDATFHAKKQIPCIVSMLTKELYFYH
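System: Procaspase-3 D3A mutant. Medium: Zinc-free 300 mM NaCl, 50 mM HEPES, 0.01% Triton X-100. Schedule: 1 h preincubation plus 2 h reaction at 25 °C. Measured by: 405 nm absorbance of p-nitroaniline, reads at 0 and 120 min. Read-out: percent activation relative to control range.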
procasp7 counter: activates human procaspase-7, counter-screen for procaspase-3 activators. AID 463210. P55210. recombinant procaspase-7, Ac-DEVD-pNA absorbance 405 nm; D23A/D198A/D206A triple mutant, cannot self-cleave; scale: DMSO 0, 5 µM enzyme 100. actives 0.093% (n = 330,000). activation, % at 8.5 µM;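 active = percent activation above the screen-wide mean plus 3 SD, cut at about 25% in these data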
Target sequence (P55210 whole entry D23A/D198A/D206A): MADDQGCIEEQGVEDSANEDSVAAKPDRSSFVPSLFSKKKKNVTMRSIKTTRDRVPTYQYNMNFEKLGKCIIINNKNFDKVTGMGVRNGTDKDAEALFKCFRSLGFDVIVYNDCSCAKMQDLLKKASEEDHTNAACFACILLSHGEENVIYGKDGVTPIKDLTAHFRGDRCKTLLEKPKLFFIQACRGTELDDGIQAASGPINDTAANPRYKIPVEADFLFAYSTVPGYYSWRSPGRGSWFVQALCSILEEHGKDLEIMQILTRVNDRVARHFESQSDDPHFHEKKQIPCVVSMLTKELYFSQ
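signal = Epi-absorbance of released pNA at 405 nm, two timepoints | assay system = Uncleavable procaspase-7 mutant enzyme | reagent = Ac-DEVD-pNA substrate, 400 µM as added | times = 1 h enzyme–compound preincubation and 2 h substrate reaction, both 25 °C | benchmarks = low DMSO alone, high DMSO plus 5 µM PC-7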
core dimer inh: blocks dimerization of HCV core protein; actives 0.33% (n = 300,000); inhibition, % at 5 µM; TR-FRET GST/Flag-core106 dimerization, 1536-well;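 active = inhibition above the mean of all tested compounds plus 3 SD, set per screening campaign, cut at about 45% in these data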
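Material: Tagged HCV core106 pair (GST and Flag) | Amount: GST-core106 13.5 nM, Flag-core106 17 nM | Medium: KF-containing HEPES buffer, pH 7.45, DTT, CHAPS, BSA | Reagent: Eu donor and XL665 acceptor anti-tag antibodies | Schedule: 4 h at 22.5 °C | Technique: Time-resolved FRET, ex 340 nm, em 617 and 671 nm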
PP5 primary: blocks human protein phosphatase 5 activity; actives 0.18% (n = 320,000); purified PP5c, OMFP substrate fluorescence; inhibition, % at 6.7 µM; P53041;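 active = inhibition above the campaign's mean inhibition across all tested compounds plus 3 SD, cut at about 9.5% in these data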;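 note: 0% = DMSO only and 100% = 100 µM cantharidin control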
Fh CTSL1 inh: cathepsin L1 inhibition, PFM18AAP counter-screen | inhibition, % at 5.96 µM | actives 0.49% (n = 300,000) | recombinant F. hepatica cathepsin L1, Z-Leu-Arg-MCA fluorescence;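 active = inhibition above the mean of all tested compounds plus 3 SD, set per screening campaign, cut at about 17% in these data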;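 note: 0% = plate median of test compound wells and 100% = 1 µM Z-Phe-Ala-diazomethylketone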
TPT1 inh: C. albicans TPT1 enzyme inhibition; recombinant caTPT1, FP RNA substrate dephosphorylation; inhibition, % at 5 µM; actives 0.81% (n = 300,000);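 active = inhibition above the mean of all tested compounds plus 3 SD, set per screening campaign, cut at about 24% in these data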;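 note: plate controls were DMSO alone for no effect and ferristatin control at 100 nM for full effect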
Efflux pump inh: inhibitors of Candida antifungal efflux pumps expressed in yeast; S. cerevisiae Candida pump triplex, Nile Red efflux; inhibition, % at 10 µM; actives 0.44% (n = 330,000); AID 485275;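 active = plate passing quality check with inhibition over a set limit, or well fluorescence over plate mean plus 4 SD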;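 note: Nile Red retained in pooled yeast measured as flow cytometry median fluorescence; 0% = buffer negative control and 100% = Enniatin B positive control; higher means more Nile Red kept so more efflux inhibition; some compounds called inactive have numbers as strong as hits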
JMJD2C inh: inhibitors of human GASC-1 (JMJD2C) demethylase | actives 0.069% (n = 330,000) | inhibition, % at 2.35 µM | GST-JMJD2C(1-420) H3K9me3 demethylation, DELFIA europium | Q9H3R0 | AID 2099;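 active = more than half of a compound's replicate wells show inhibition beyond 50%, single wells judged on their own value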;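 note: signal counts dimethyl H3K9 product captured on neutravidin plate; 0% = median of DMSO wells and 100% = 0.3 times that DMSO median; strong numbers were not always called active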
Target sequence (Q9H3R0 1-420 limits assumed): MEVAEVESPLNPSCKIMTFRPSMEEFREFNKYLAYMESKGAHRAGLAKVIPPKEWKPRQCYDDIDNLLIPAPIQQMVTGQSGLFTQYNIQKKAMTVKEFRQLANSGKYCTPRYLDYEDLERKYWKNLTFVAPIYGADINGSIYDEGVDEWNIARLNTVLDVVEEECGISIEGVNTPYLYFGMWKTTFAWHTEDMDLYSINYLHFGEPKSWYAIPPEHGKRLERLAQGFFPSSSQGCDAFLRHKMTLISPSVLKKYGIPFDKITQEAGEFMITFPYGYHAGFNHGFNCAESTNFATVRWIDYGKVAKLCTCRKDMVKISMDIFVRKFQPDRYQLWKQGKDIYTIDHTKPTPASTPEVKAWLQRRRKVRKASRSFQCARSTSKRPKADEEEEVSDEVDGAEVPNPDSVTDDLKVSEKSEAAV
The depositor's hits bear a star; . = not tested or not shown.

The line under a structure holds: PP1 inh, proCasp3 act, procasp7 counter, core dimer inh, PP5 primary, Fh CTSL1 inh, TPT1 inh, Efflux pump inh, JMJD2C inh
(1) NNC(=O)C1c2ccccc2Oc2ccccc21
  -1, 2, -4, 0, 3.7, 0, -1, 0.0, 6
(2) COC(=O)[C@@H](NC(=O)Nc1cccc(Br)c1)C(C)C
  -2, 16, 6, 5, 3.9, -4, 2, -0.1, 12
(3) CC(=O)N1CCC(O)(c2cccc(C(F)(F)F)c2)CC1
  -1, -1, -4, -4, -0.5, -1, -5, -0.1, -11
(4) N#CCSc1nc2[nH]ncc2c(=O)n1-c1ccccc1Br
  -4, 4, 8, 0, 1.9, -5, 0, 0.0, 12
(5) Cc1ccc(C(=O)NNC(=O)c2cccc(S(=O)(=O)N3CCN(c4ccccc4)CC3)c2)cc1
  -1, 15, 2, 0, -0.5, -5, -3, 0.1, 6
(6) C=C1CC[C@@]23CC[C@]4(C)[C@@](OC2=O)([C@@H]3C1)[C@H]1O[C@H]1C1[C@@]2(C)CC[C@H](O)C(C)(C)C2CC[C@]14C (stereo not given in full)
  1, 4, 7, -1, 2.7, 1, 3, -0.4, 1
(7) CCN(CC)C(=O)CSc1nnc(NC(=O)CCc2ccccc2)s1
  -2, 1, 0, 4, -1.5, 1, 1, -0.5, -12
(8) CSc1nc2c(c(=O)n1C)SC(C)C2 (stereo not given)
  3, 3, 4, 11, -1.0, 1, -3, 0.1, 2
(9) CC12CN3CC(C)(CN(C1)C3c1ccc(Br)cc1)C2 (stereo not given)
  -3, 0, 9, 5, 1.3, -2, 2, 0.0, -3
(10) COc1ccc2cc(C3c4cc(OC)c(OC)cc4CCN3C(=O)c3ccco3)c(=O)[nH]c2c1 (stereo not given)
  0, 0, 7, 8, -0.2, -7, 1, 0.1, -10
(11) Cc1ccccc1NS(=O)(=O)c1ccc(C)c(C(=O)N2CCOCC2)c1
  -1, -2, -8, 7, 1.7, -1, -4, 0.0, 7
(12) CN(CC1COc2ccccc2O1)C(=S)Nc1ccccc1F (stereo not given)
  -4, 2, -3, 4, 1.1, -1, -2, -0.1, 5
(13) O=S(=O)(c1ccc(NC2CCCCC2)cc1)N1CCOCC1
  -1, 4, 0, 0, 2.5, 0, 0, 0.1, -4
(14) O=C(Nc1ccc(C(=O)N2CCCCC2)cc1)C1=CSCCO1
  1, 0, 9, 4, 1.6, -1, -1, 0.0, 24
(15) O=C(Cn1cc(C(F)(F)F)cc(Cl)c1=O)NCc1ccccc1
  2, -1, -4, 0, -0.7, -1, 0, -0.4, 2
(16) CC1CN(C(=O)c2cccc(S(=O)(=O)Nc3ccc(Cl)cc3)c2)CC(C)O1 (stereo not given)
  -1, -2, 6, 11, -2.2, -5, 1, 0.3, -3
(17) COc1ccc(NC(=O)CN2CC(c3ccccc3)CC2=O)cc1OC (stereo not given)
  -3, 10, 6, -1, 0.1, 2, 2, -0.1, 2
(18) CC(C)(C)OC(=O)N[C@H](C(=O)OC(C)(C)C)c1ccccc1
  -4, -5, 5, ., -1.8, ., ., 0.0, -1
(19) CC(=O)NC(Cc1cccc(F)c1)C(=O)NC1CCN(c2ncccc2[N+](=O)[O-])CC1 (stereo not given)
  -3, 4, 0, 3, -1.6, 3, -4, 0.1, 8
(20) COc1ccc(C)cc1NC(=O)CSc1nnc(CC(=O)Nc2ccccc2F)n1C
  -1, 2, 1, -2, 0.0, 3, -1, 0.5, 1

Sorted by formula weight (ascending): part of the list above.
The line under a structure holds: PP1 inh, proCasp3 act, procasp7 counter, core dimer inh, PP5 primary, Fh CTSL1 inh, TPT1 inh, Efflux pump inh, JMJD2C inh
(1) NNC(=O)C1c2ccccc2Oc2ccccc21
  -1, 2, -4, 0, 3.7, 0, -1, 0.0, 6
(18) CC(C)(C)OC(=O)N[C@H](C(=O)OC(C)(C)C)c1ccccc1
  -4, -5, 5, ., -1.8, ., ., 0.0, -1
(9) CC12CN3CC(C)(CN(C1)C3c1ccc(Br)cc1)C2 (stereo not given)
  -3, 0, 9, 5, 1.3, -2, 2, 0.0, -3
(13) O=S(=O)(c1ccc(NC2CCCCC2)cc1)N1CCOCC1
  -1, 4, 0, 0, 2.5, 0, 0, 0.1, -4
(12) CN(CC1COc2ccccc2O1)C(=S)Nc1ccccc1F (stereo not given)
  -4, 2, -3, 4, 1.1, -1, -2, -0.1, 5
(4) N#CCSc1nc2[nH]ncc2c(=O)n1-c1ccccc1Br
  -4, 4, 8, 0, 1.9, -5, 0, 0.0, 12
(19) CC(=O)NC(Cc1cccc(F)c1)C(=O)NC1CCN(c2ncccc2[N+](=O)[O-])CC1 (stereo not given)
  -3, 4, 0, 3, -1.6, 3, -4, 0.1, 8
(6) C=C1CC[C@@]23CC[C@]4(C)[C@@](OC2=O)([C@@H]3C1)[C@H]1O[C@H]1C1[C@@]2(C)CC[C@H](O)C(C)(C)C2CC[C@]14C (stereo not given in full)
  1, 4, 7, -1, 2.7, 1, 3, -0.4, 1
(10) COc1ccc2cc(C3c4cc(OC)c(OC)cc4CCN3C(=O)c3ccco3)c(=O)[nH]c2c1 (stereo not given)
  0, 0, 7, 8, -0.2, -7, 1, 0.1, -10

Additional records follow.
The line under a structure holds: PP1 inh, proCasp3 act, procasp7 counter, core dimer inh, PP5 primary, Fh CTSL1 inh, TPT1 inh, Efflux pump inh, JMJD2C inh
(21) COc1ccc(CNC(=O)COc2ccc(S(=O)(=O)N3CCOCC3)cc2C)cc1
  2, -3, 13, -7, 2.0, -8, 1, 0.0, 19
(22) NNC(=O)CNC(c1ccccc1)c1cc(Br)ccc1N (stereo not given)
  1, -6, 9, -1, 0.4, -1, 3, 0.1, -8
(23) COc1ccccc1/C=C/C(=O)OC(C)CN1CCOCC1 (stereo not given)
  0, -1, 9, -4, 1.5, 2, -2, 0.1, 9
(24) Cc1ccc(NCc2nc3ccccc3n2C)c(C)c1
  -3, -5, 5, 1, -1.5, -5, -1, -0.1, 0
(25) Cc1nn(CC2CC2)c(=O)n1-c1ccc(Cl)cc1
  1, 1, 0, -5, -1.3, -2, 2, 0.1, 1
(26) COC(=O)C1C(=O)c2c([nH]c(C(=O)OC3CCCCC3)c2C)CC1C (stereo not given)
  0, 0, 4, 6, -1.0, 0, -3, 0.1, -2
(27) C/C(=N\NC(=S)NCc1ccccc1)c1ccc2ccccc2c1OC(F)F
  0, -4, 6, 5, 0.5, 0, -4, 0.1, 16
(28) COC(=O)CC1C(=O)NC2CCCCC2N1C(=O)c1ccccc1 (stereo not given)
  -3, -3, -2, -4, 1.6, 2, -4, 0.0, 1
(29) C#CC[N+](C)(C)CCCCCCCC
  -2, -4, 4, -5, 3.3, -1, 5, 0.3, -6
(30) O=C(Nc1ccc(S(=O)(=O)Nc2ncccn2)cc1)C1CC(=O)N(c2ccc(Cl)cc2)C1 (stereo not given)
  -5, 10, 17, 6, -2.3, -3, -2, 0.0, 2
(31) COC(=O)c1sccc1NC(=S)Nc1cccc(F)c1
  -7, -4, 4, 3, 0.2, -5, 3, 0.0, -1
(32) Clc1ccc(CNc2cnccn2)cc1Cl
  -3, 4, 4, 6, -0.7, 5, 1, 0.1, -10
(33) CC[C@]12CCCN3CCc4c(n(c5ccccc45)C(=O)C1)[C@@H]32
  -4, 4, 7, -3, 4.2, 0, 1, -0.1, .
(34) O=C(/C=C/c1ccco1)NC(=S)Nc1cc(-c2nc3ccccc3s2)ccc1Cl
  2, -7, 2, 30, 1.4, 3, 4, -0.2, -9
(35) CC(=O)Nc1ccccc1Sc1ccccc1
  -2, -2, 5, 0, -0.1, 0, -3, 0.1, 11
(36) Cn1cc([N+](=O)[O-])c(C(=O)NCc2cc3ccccc3[nH]2)n1
  0, 6, 2, -7, 0.6, -8, 0, 0.5, 0
(37) Cc1ccc(SC[C@H](C)CN2CC[C@H](NC(=O)OCc3ccccc3)CCC2=O)cc1
  -4, -3, 6, 5, 1.2, -2, 1, 0.1, -2
(38) CC(C)CC(=O)Nc1ccnn1C1CCN(C(=O)c2ccccc2F)CC1
  -4, -3, -6, 7, 3.4, -3, 2, 0.3, 9
(39) Cc1ccccc1N1C(S)=C(C#N)C(=O)NC1c1cccs1 (stereo not given)
  -5, -6, -19, 11, 1.2, 2, 1, 0.0, 1
(40) COc1ccc(OC)c(/C=C/C(=O)NCCc2nc3ccccc3[nH]2)c1
  -4, 1, -3, 3, -0.7, -1, 0, 0.0, -4
(41) O=C(CSc1nnc2scc(-c3ccccc3)n12)N1CCCc2ccccc21
  0, 5, 5, 0, 5.8, -9, 2, 0.0, -4
(42) Nc1nnc(SCc2cn3cc(Cl)ccc3n2)s1
  -2, 6, 2, -1, 1.3, 1, -4, 0.0, -3
(43) COc1ccccc1NS(=O)(=O)c1cc(N2Cc3ccccc3C2=N)ccc1N1CCOCC1
  -3, -17, -9, 0, -0.7, -5, 0, -0.1, 12
(44) Cc1cccc(C(=O)NCC(=O)N2CCCC2)c1
  5, 2, -6, 11, -1.3, 3, 0, 0.2, 18
(45) O=C(COC(=O)c1nsc(Cl)c1Cl)NC1CCCC1
  1, 0, -5, 3, 2.7, -2, -4, -0.4, 5
(46) CCCC(=O)Nc1ccc(C(=O)Nc2nnc(COCC)s2)cc1
  -2, -6, 7, -3, -2.9, 2, -2, -0.1, 0
(47) CC(=O)c1ccc(N2CCN(c3ccc(S(=O)(=O)NCCN(C)C)cc3[N+](=O)[O-])CC2)cc1
  -3, -4, -2, -5, -0.3, 3, -2, -0.1, 0
(48) COc1ccccc1OCC(=O)NNC(=O)c1c(-c2ccccc2Cl)noc1C
  -6, 7, 7, 2, 0.8, -26, 0, 0.0, 16
(49) COc1cccc(CN(C)C(=O)c2cc(S(=O)(=O)N3CCN(c4ccccc4)CC3)ccc2Cl)c1
  3, -2, -1, 9, 1.8, 0, -1, 0.2, -6
(50) Cc1ccc(N2C(=O)C(Cc3ccc(O)cc3)NC2=S)cc1C (stereo not given)
  0, 3, 1, 2, -0.8, -4, 1, -0.1, -1
